# Bioassay records as filed in PubChem.
# APJ ag – agonists of human apelin receptor APJ, primary screen, CHO-K1 cells, PathHunter beta-arrestin, luminescence. P35414. 0% DMSO wells, 100% apelin. activation, % at 20 µM. 330,000 compounds, 0.11% hits. AID 2520, 2010;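 active = activation more than six SD over the plate average, tested at 20 µM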;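 note: 0% = DMSO alone and 100% = apelin-13 at 10 nM; some results filed as inactive read as strong as hits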
#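 Assay system – PathHunter CHO-K1 APJ (AGTRL-1) beta-arrestin reporter cells · Compound – one dose, 20 µM compound, 1% DMSO · Timing – compound 90 min 25 °C, reagent 1 h · Measured by – luminescence from split beta-galactosidase complementation, Galacton Star/Emerald II substrate · Measure – beta-arrestin recruitment to APJ as agonist activity, luminescent signal · Benchmarks – DMSO vs Apelin-13 10 nM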
# XBP1 UPR activ – activators of adaptive XBP1 UPR arm, primary screen, cell-based, CHO-XBP1 luciferase reporter, luminescence, uHTS | IRE1-XBP1 UPR activation; percent of tunicamycin response, DMSO as zero | activation, % at 20 µM | 330,000 compounds, 0.33% hits | AID 463104, 2010;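 active = versus positive control, 20 µM dose yields 30% or more activation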;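 note: 100% = tunicamycin at 10 µg/mL and 0% = DMSO only wells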
#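 Material: CHO-XBP1 cells stably carrying IRE1-XBP1-driven luciferase reporter / Amount: 1000 cells per well / Compound: 20 µM, 1% DMSO / Times: 6 h treatment, 37 °C / Detection: luciferase luminescence / Measure: % activation of reporter signal versus tunicamycin and DMSO controls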
# GRIN3A LBD mod – binders of NR3A ligand-binding domain, primary screen, biophysical, differential scanning fluorimetry, uHTS. Tm shift relative to glycine control, % at 25 µM. AID 1259313, 2017. NR3A LBD differential scanning fluorimetry, Tm shift; 0% = protein alone, 100% = glycine-bound protein. 340,000 compounds, 2.5% hits;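 active = melting temperature shift of at least 10% of the positive control shift, at one fixed dose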
# tim23-1 inh – growth inhibitors of tim23-1 mutant yeast, primary screen, luminescence, uHTS; S. cerevisiae tim23-1 growth, BacTiter-Glo luminescence, 24 h; inhibition, % at 20 µM; 330,000 compounds, 1.3% hits; AID 463212, 2010;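 active = growth inhibition of the mutant yeast at or above 50%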;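 note: temperature-sensitive mutant grown at 25 °C; plate controls were DMSO-treated mutant yeast for no effect and medium wells lacking yeast for full effect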
# CHOP UPR activ – activators of apoptotic CHOP UPR arm, primary screen, cell-based, CHO-CHOP luciferase reporter, luminescence, uHTS; activation, % at 10 µM; AID 449763, 2010; 330,000 compounds, 0.34% hits; UPR activation; percent of tunicamycin response over DMSO baseline;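 active = at 10 µM dose, activation of 40% or more, normalized to positive control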;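 note: 100% = tunicamycin at 10 µg/mL and 0% = DMSO alone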
#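 System: CHO-CHOP luciferase reporter cell line; amount: 500 cells/well; buffer or medium: F12 medium containing 10% fetal bovine serum; incubation: 6 h compound exposure at 37 °C after overnight seeding; measured by: luciferase luminescence after 10 min with Steady-Glo reagent; evaluation: % reporter activation, DMSO baseline versus tunicamycin full activation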
# tim10-1 inh – growth inhibitors of tim10-1 mutant yeast, primary screen, luminescence, uHTS; S. cerevisiae tim10-1 ts strain growth, BacTiter-Glo, 24 h; inhibition, % at 20 µM; 330,000 compounds, 2.2% hits;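 active = inhibition of at least 40%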;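 note: mutant grown at 25 °C; 0% = DMSO wells with yeast and 100% = wells holding no yeast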
# TIM10 inh – growth inhibitors of isogenic TIM10 control yeast, primary screen, counter-screen for tim10-1 yeast inhibitor project, luminescence, uHTS | S. cerevisiae TIM10 strain growth, BacTiter-Glo luminescence, 24 h | inhibition, % at 10 µM | 330,000 compounds, 1.4% hits | AID 463195, 2010;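 active = inhibition of 40% or more at the single tested concentration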;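 note: wild-type TIM10 isogenic control strain grown at permissive 25 °C; 0% = DMSO yeast wells and 100% = minimal medium wells without yeast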
# NLRP3 yeast inh – NALP3 inflammasome inhibitors in reconstituted yeast, primary screen, luminescence, uHTS. Yeast reconstituted NLRP3/ASC/caspase-1, beta-gal luminescence, 24 h. inhibition, % at 10 µM. 330,000 compounds, 0.39% hits. AID 2825, 2010;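 active = inhibition of 50% or more; inactive = inhibition below 50%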;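 note: plate controls were induced DMSO wells for no effect and uninduced yeast grown without galactose for full effect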
# Mdm2-MdmX inh – inhibitors of human Mdm2-MdmX association, primary screen, cell-based, luminescence, split luciferase, SaOS-2, uHTS; inhibition, % at 8 µM; SaOS-2 split-luciferase Mdm2/MdmX complementation; Protein Mdm4 (Homo sapiens) + E3 ubiquitin-protein ligase Mdm2 (Homo sapiens), …; 330,000 compounds, 3% hits;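 active = inhibition of at least 50% at 8 µM in the primary screen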
# Target sequence (O15151 whole entry, looked up): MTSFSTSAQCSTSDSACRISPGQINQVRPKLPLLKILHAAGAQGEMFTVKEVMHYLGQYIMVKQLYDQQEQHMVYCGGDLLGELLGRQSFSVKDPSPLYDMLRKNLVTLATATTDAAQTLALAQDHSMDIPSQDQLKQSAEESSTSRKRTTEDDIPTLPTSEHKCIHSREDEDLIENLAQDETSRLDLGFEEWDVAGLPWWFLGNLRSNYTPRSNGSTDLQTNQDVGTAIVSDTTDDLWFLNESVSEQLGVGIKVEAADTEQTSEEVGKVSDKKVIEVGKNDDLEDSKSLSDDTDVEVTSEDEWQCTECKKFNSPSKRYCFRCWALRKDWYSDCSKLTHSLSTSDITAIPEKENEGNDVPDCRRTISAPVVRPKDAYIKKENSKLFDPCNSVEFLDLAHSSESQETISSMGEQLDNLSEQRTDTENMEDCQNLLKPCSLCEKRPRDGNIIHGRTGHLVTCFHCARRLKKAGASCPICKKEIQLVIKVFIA
# Target sequence (Q00987 whole entry, looked up): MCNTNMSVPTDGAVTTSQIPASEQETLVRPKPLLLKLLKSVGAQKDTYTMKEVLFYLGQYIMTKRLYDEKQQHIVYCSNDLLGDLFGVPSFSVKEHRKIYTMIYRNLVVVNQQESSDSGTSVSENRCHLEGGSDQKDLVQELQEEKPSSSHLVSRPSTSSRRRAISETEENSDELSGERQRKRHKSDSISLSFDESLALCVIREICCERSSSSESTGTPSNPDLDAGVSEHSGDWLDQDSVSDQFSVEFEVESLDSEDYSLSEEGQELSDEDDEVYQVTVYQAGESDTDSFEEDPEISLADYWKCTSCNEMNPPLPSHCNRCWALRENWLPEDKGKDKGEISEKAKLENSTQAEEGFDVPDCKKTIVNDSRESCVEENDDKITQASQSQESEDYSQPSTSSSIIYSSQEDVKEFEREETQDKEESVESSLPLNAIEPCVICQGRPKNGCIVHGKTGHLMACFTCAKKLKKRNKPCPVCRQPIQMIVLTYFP
# Starred values were filed as active, the others as inactive; · = not tested or not shown.
SMILES,APJ ag,XBP1 UPR activ,GRIN3A LBD mod,tim23-1 inh,CHOP UPR activ,tim10-1 inh,TIM10 inh,NLRP3 yeast inh,Mdm2-MdmX inh
Cc1ccc(O)c(C2=NOC(O)(C(F)(F)C(F)F)C2)c1 (stereo unspecified),-7,-3,-22,17,-1.9,10,9,14,20
CCSc1nnc(NC(=O)CCNS(=O)(=O)c2ccccc2F)s1,-1,-4,-1,17,-0.4,27,-2,12,-24
CCOC(=O)c1sc(NC(=S)NC(=O)C2CC2)cc1C,-2,0,4,14,4.6,17,8,9,-43
Cc1ccc(NC(=O)CNC(=O)OCc2ccccc2)cc1C,-5,0,0,13,1.0,2,-20,9,-20
CCN(CC)c1c2c(c(C#N)c3nc4ccccc4n13)CCC2,-3,2,0,13,-3.8,29,20,-11,13
CCn1c(=O)c2c(nc3n2CCN3c2ccccc2)n(C)c1=O,-1,4,0,11,-0.8,12,16,15,-3
O=C(CSc1nccn1Cc1ccco1)Nc1cccc(F)c1,5,-1,-1,27,5.5,22,17,19,-12
CC(C)CSc1ncc(-c2cccc(C(F)(F)F)c2)cn1,-2,1,4,-2,1.5,21,-3,10,-4
CCOC(=O)c1ccccc1NC(=O)c1n[nH]c(=O)c2ccccc12,-2,3,3,-9,-1.0,9,-20,5,32
CN1CCc2nc3sc(C(=O)C45CC6CC(CC(C6)C4)C5)c(N)c3cc2C1,4,0,-17,90*,1.2,4,11,16,18
CCC(C)NC(=O)CN1C(=O)NC2(CCOc3ccccc32)C1=O (stereo unspecified),1,-3,-2,9,3.6,-7,2,22,4
CN(C)c1ccc(/C=C/C(=O)c2cccnc2)cc1,-10,1,0,-10,3.1,-1,-10,9,3

# Compound profiles (already shown). Order of values: APJ ag	XBP1 UPR activ	GRIN3A LBD mod	tim23-1 inh	CHOP UPR activ	tim10-1 inh	TIM10 inh	NLRP3 yeast inh	Mdm2-MdmX inh
# `CCOC(=O)c1ccccc1NC(=O)c1n[nH]c(=O)c2ccccc12` is listed with -2	3	3	-9	-1.0	9	-20	5	32
# `CC(C)CSc1ncc(-c2cccc(C(F)(F)F)c2)cn1` is listed with -2	1	4	-2	1.5	21	-3	10	-4
# `CCSc1nnc(NC(=O)CCNS(=O)(=O)c2ccccc2F)s1` is listed with -1	-4	-1	17	-0.4	27	-2	12	-24
# `Cc1ccc(O)c(C2=NOC(O)(C(F)(F)C(F)F)C2)c1` (stereo unspecified) is listed with -7	-3	-22	17	-1.9	10	9	14	20

# Next part:
SMILES,APJ ag,XBP1 UPR activ,GRIN3A LBD mod,tim23-1 inh,CHOP UPR activ,tim10-1 inh,TIM10 inh,NLRP3 yeast inh,Mdm2-MdmX inh
COc1ccc(NC(=O)CN2CCN(S(=O)(=O)c3ccc(Cl)cc3)CC2)cc1Cl,2,-4,-15,-1,-0.5,-14,-16,11,11
O=S(=O)(c1ccc(Cl)s1)N1CCCc2cccc(O)c21,0,2,9,17,5.9,18,-3,39,-125
CCOC(=O)CN1C(=O)S/C(=C/c2cccc([N+](=O)[O-])c2O)C1=O,-8,-5,-7,29,0.9,7,23,30,-15
CCN(CC)/C(=N\S(=O)(=O)c1ccccc1C)c1ccccc1,-3,-2,1,25,0.9,27,21,23,-1
COc1ccc([N+](=O)[O-])cc1NC(=O)CCN1CCN(c2ccccc2OC)CC1,-3,-2,1,9,1.2,8,17,6,5
Cc1nn(-c2ccccc2)c2nc(-c3ccccc3)cc(C(=O)N3CCOCC3)c12,0,0,-4,-1,1.1,4,10,3,27
COc1ccc(NC(=O)CN2CCN(CC(=O)Nc3ccc(OC)c(OC)c3)CC2)cc1,-5,0,6,13,-2.3,-2,8,5,12
O=C(CSc1nnc2c(n1)[nH]c1ccccc12)NCc1ccco1,2,-2,0,11,0.9,3,9,28,-6
COc1ccc(NC(=S)NNC(=O)c2ccco2)c(OC)c1,-8,-3,1,-14,3.0,-13,-4,18,-11
COc1cccc(C(=O)OCCNC(=O)c2cccnc2)c1,1,0,2,4,2.4,-12,-12,-10,6
O=C(NNC(=O)c1ccc(Br)o1)c1ccc(NC(=O)c2ccccc2)cc1,-2,-2,-8,0,-0.9,2,4,3,-6
COc1cccc(CNC(=O)CCS(=O)(=O)c2cc3c(cc2C)NC(=O)CO3)c1,9,-3,-1,0,0.7,2,-15,1,5
CCCc1nnc(NC(=O)c2cn(CC)c3cc(N4CCN(C)CC4)c(F)cc3c2=O)s1,-3,-4,1,-10,2.6,-6,-7,8,21
COc1ccc(CC(=O)OCC(=O)NCc2ccc(Cl)cc2)cc1,-2,-1,0,17,-0.8,9,3,9,21
O=C(Nc1ccccc1)N(CCCN1CCOCC1)Cc1cc2cc3c(cc2[nH]c1=O)OCCO3,-2,-6,-1,-4,1.3,4,-11,11,25
CCN1CCN(C(c2ccccc2)c2nnnn2Cc2ccc3c(c2)OCO3)CC1 (stereo unspecified),-3,1,1,6,0.2,-6,8,4,14
CCOC(=O)N1CCN(C(=O)c2cc(OC)cc(OC)c2)CC1,-3,1,4,15,1.2,5,11,-5,-6
CCN(CC)S(=O)(=O)c1cccc(NC(=O)COC(=O)CCC(=O)c2cccs2)c1,-2,3,0,-2,0.5,9,10,-3,-3
COCCCN1C(=O)c2ccc(C(=O)NCc3ccco3)cc2C1=O,-3,3,1,0,-0.5,10,-6,4,10
Cc1ccc(C)c(N/C(N)=N/c2nc(C)cc(C)n2)c1,-1,-7,-1,-7,0.5,-8,-9,10,32
CCOC(=O)c1[nH]c2cc(OC)c(OC)cc2c1NC(=O)CCN1CCSCC1,-2,-2,-1,11,3.4,5,9,-1,10
Cn1c(N)c(C(=O)COC(=O)Cc2ccsc2)c(=O)n(C)c1=O,6,1,-1,16,0.3,1,9,-4,30
COc1ccccc1CNC1CCCc2ccccc21 (stereo unspecified),-3,-1,1,13,2.7,-5,-5,16,0
CCOc1ccc(CNC(=O)c2ccc3nc(N4CCOCC4)sc3c2)cc1,-3,-1,-1,0,-0.1,1,9,16,0
CCOC(=O)CSc1nnc(CNC(=O)c2ccc(S(=O)(=O)N3CCCC3)cc2)n1C,-3,0,0,-1,-0.3,9,-21,-1,13
COCCNCCCCOc1ccccc1-c1ccccc1,-3,-3,-6,3,0.7,4,-3,5,30
CCn1c(=O)c2c(nc(SCC(=O)N3CCC(C)CC3)n2C)n(C)c1=O,-4,-7,1,10,3.1,-7,9,10,-6
CC1CN(C(=O)COC(=O)c2cc3ccccc3cc2O)CC(C)O1 (stereo unspecified),-2,3,-1,17,0.1,10,10,11,-22
COC(=O)CC1C(=O)NCCN1C(=O)CSc1nc2ccc([N+](=O)[O-])cc2s1 (stereo unspecified),7,-2,0,19,-1.6,24,3,-15,17
CC1(C)[C@@H](O)CC[C@]2(C)C3C(O)C=C4[C@H]5C[C@@](C)(CO)CC[C@]5(C)CC[C@]4(C)[C@]3(C)CC[C@@H]12 (stereo partly specified),11,1,-14,41,1.1,26,-3,62*,-21
CCc1cc2c(-c3ccccc3)cc(=O)oc2cc1OC(C)C(C)=O (stereo unspecified),-1,0,-2,32,-0.4,-4,-22,13,5
C[C@]12c3[nH]c4ccc(Cl)cc4c3CCN1C(=O)[C@@H](CC(=O)NCCN1CCOCC1)C[C@@H]2C(=O)N1CCOCC1,·,0,1,33,1.3,17,-7,·,4
COc1ccc(NC(=O)CSCC(=O)Nc2ccccc2C(=O)N2CCCCC2)cc1,-3,-2,1,-1,1.8,-4,-1,9,15
O=C(Oc1ccc2ccccc2c1)c1ccccc1,2,0,19*,2,7.0,3,-3,-4,16
CCC(=O)Nc1nc(C)c(-c2csc(Nc3cccc(C(=O)O)c3)n2)s1,-2,-2,-1,15,0.3,19,9,4,0
COc1ccccc1N1C(=O)c2ccccc2NC1c1ccncc1 (stereo unspecified),0,-3,2,17,-0.7,2,1,-2,3
COCc1cc(C)nc(OCC(=O)N/N=C/c2ccc(OC)c(OC)c2)c1C#N,0,-1,-1,3,-0.7,8,8,-7,16
CCC(C(=O)NCCCN1CC(C)CC(C)C1)n1ncn2c(cc3occc32)c1=O (stereo unspecified),0,3,-2,-11,0.8,-1,-10,6,10
O=C(Nc1nc2cc3c(cc2s1)OCCO3)c1cccc(N2C(=O)CCC2=O)c1,0,-2,-2,0,0.1,-3,-8,8,27
CN(C)c1ccc(N=Cc2nc(-c3ccccc3)oc2OC(=O)c2ccccc2)cc1,-4,-1,-5,25,12,12,12,12,-34
c1cncc(-c2noc(CC3CCCCC3)n2)c1,7,4,1,10,4.5,11,31,17,-16
O=C(CS(=O)(=O)Cc1ccccc1)Nc1ncccn1,3,-1,0,10,1.5,10,-12,-1,-6
COc1ccc(C(NC(=O)CNC(C)=O)C(=O)Nc2ccc(C(C)C)cc2)cc1 (stereo unspecified),0,-3,1,8,0.5,7,9,-10,4
CCN(CC)CCn1c(=N)n(CC(=O)c2ccc(Br)s2)c2ccccc21,4,0,-4,-72,1.2,-55,-67,16,49
Cc1ccc(C(=O)Nc2ccc(Cc3ccncc3)cc2)cc1[N+](=O)[O-],3,-3,-11,-300,-4.6,-49,-62,-1,31
COc1ccc(CN2C(=O)C(O)(CC(=O)c3ccc4c(c3)OCO4)c3ccccc32)cc1OC (stereo unspecified),-5,-2,2,17,0.9,17,1,10,-17
O=C(C[C@@H]1C/C=C\CCCC(=O)OC[C@@H]2CCCN2C1=O)NCCO,0,0,1,7,2.6,7,-2,6,0
CCN(CC)CCN(C(=O)C1=COCCO1)c1nc2c(OC)ccc(OC)c2s1,9,-1,3,9,-1.7,10,18,9,0
COCc1c(C#N)c(NCc2cc(OC)c(OC)c(OC)c2)nc(C)c1[N+](=O)[O-],4,-5,0,10,1.9,5,-18,9,31
Cc1cc(NC(=O)CO/N=C/c2ccc3c(c2)OCO3)ccc1Br,-2,1,1,-12,-2.3,-14,-21,8,12
CC(C)C[C@@H]1NC(=O)[C@H](Cc2ccc(O)cc2)NC(=O)c2cc([N+](=O)[O-])cc(I)c2NCCC[C@@H](C(N)=O)NC1=O,0,0,-2,12,0.3,6,-4,7,-22
O=C(NCc1cccnc1)c1ccccc1CCc1ccccc1,-2,-3,-1,16,-2.2,8,9,13,24
CC(NC(=O)Cn1nc(-c2ccccc2)ccc1=O)c1ccccc1 (stereo unspecified),-2,0,-1,11,0.8,5,-5,-11,-32

# An unsorted share of the library; 8.2% or so of the library scored in one or more.
